Source: PubChem (National Center for Advancing Translational Sciences (NCATS))
KB-3-1 cytotox: KB-3-1 parental cell cytotoxicity. KB-3-1 viability, CellTiter-Glo ATP luminescence, 72 h. Potency, µM (top dose mostly 46.1 µM), inactives show at the highest dose activity change, negative = cytotoxic, usual class: cytotoxic. 400,000 compounds, 1.4% hits. AID 1347075; also: potency is read from the fitted curve at half-maximal effect; % is scaled to controls: 0 for no effect and ±100 for the full control effect; nearly all actives have a fitted effect of over 60% in size
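72 h, 37 °C compound treatment of KB-3-1 parental cells; CellTiter-Glo added, 10 min, luminescence read. Data corrected against DMSO-only plates and normalized before curve fitting.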
ATXN viability: reduces viability in counter-screen for ATXN expression inhibitors; 400,000 compounds, 0.49% hits; Potency, µM (highest dose often 56.7 µM), actives largely listed as cytotoxic; S2 cells (HEK-293 line with an ATXN2-luciferase reporter) viability, CellTiter-Fluor protease fluorescence, 24 h; also: potency is read from the fitted curve at half-maximal effect; nearly all actives have a fitted effect of over 40% in size
IL-1B inflam inh: inflammasome signaling inhibition, IL-1 beta readout; THP-1 LPS/ATP IL-1B secretion, AlphaLISA, 16 h; hits give low values; activity change, % at 57.5 µM; 360,000 compounds, 4.7% hits; AID 743279; in the data active = activity change below about -50%; inconclusive = mostly about -30% to -49%; also: % is scaled to controls: 0 for no effect and ±100 for the full control effect
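Secreted IL-1B measured by AlphaLISA bead assay after 16 h compound exposure of THP-1 cells; compounds (final up to 57.5 uM) added 1 h before LPS (250 ng/mL) and ATP (1.25 mM) stimulation; lower signal means less secretion.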
MCF10A rereplic: induces DNA re-replication in MCF 10a normal breast cells; Potency, µM (titrated, usually from 46.1 µM), for the others: at the highest dose activity, positive = re-replication, hits mostly activators; 350,000 compounds, 2.9% hits; AID 624296; MCF 10A DNA re-replication, Hoechst nuclear intensity, 48 h; also: potency is read from the fitted curve at half-maximal effect; % of control where 0% means no effect; nearly all actives have a fitted effect of over 50% in size
ATXN2 expr inh: reduces ATXN2 reporter expression in HEK-293 cells; HEK-293 ATXN2-luciferase reporter, luminescence, 24 h; Potency, µM (highest dose often 57 µM), inactives show at the highest dose activity change, negative = inhibition, most hits filed as inhibitors; 360,000 compounds, 0.72% hits; AID 1745845; also: potency is read from the fitted curve at half-maximal effect; % is scaled to controls: 0 for no effect and ±100 for the full control effect; nearly all actives have a fitted effect of over 55% in size
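qHTS (up to 57 uM final) was run with 24 h compound exposure of reporter cells at 37 °C. Each well was multiplexed: SteadyGlo luminescence measured ATXN2-luciferase expression after a fluorogenic Gly-Phe-AFC viability readout (25 uM final).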
KB-V1 cytotox: kills drug-selected multidrug resistant KB-V1 cells. Potency, µM (titrated, usually from 46.1 µM), for inactives: at the highest dose activity change, negative = cytotoxicity, actives largely listed as cytotoxic. AID 1347076. KB-V1 MDR cells viability, CellTiter-Glo, 72 h. 400,000 compounds, 3.4% hits; also: potency is read from the fitted curve at half-maximal effect; % is scaled to controls: 0 for no effect and ±100 for the full control effect; nearly all actives have a fitted effect of over 60% in size
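Readout: CellTiter-Glo luminescence, 10 min after addition. Cells: KB-V1 MDR subline, 72 h at 37 degrees C with compound. Analysis: corrected, normalized data fitted to concentration-effect curves.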
HT1080 IDH1KD tx: HT-1080 IDH1 knockdown cell toxicity (counter line). HT-1080 IDH1 knockdown viability, ATP luminescence, 48 h. 360,000 compounds, 2% hits. Potency, µM (doses to about 46.1 µM), for the others: at the highest dose activity, negative = toxicity, usual class: cytotoxic;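 also: potency is read from the fitted curve at half-maximal effect; 0% = DMSO wells and -100% = cell-free medium wells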
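Cytotoxicity counter-line: IDH1KD HT-1080, 48 h, CellTiter-Glo. Curves classed by r2, magnitude and activity.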
HT1080-NT tox: kills 2HG-producing HT-1080-NT fibrosarcoma cells; HT-1080-NT fibrosarcoma viability, CellTiter-Glo ATP luminescence, 48 h; Potency, µM (doses to about 46.1 µM), for inactives: at the top dose activity, negative = less viability, actives largely listed as cytotoxic; 360,000 compounds, 1.6% hits; AID 686970;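 also: NT is the 2HG producing partner of a matched IDH1 knockdown line; potency is read from the fitted curve at half-maximal effect; 0% = DMSO-treated cells and -100% = media-only wells without cells; nearly all actives have a fitted effect of over 55% in size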
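A 48-hour cytotoxicity screen used HT-1080-NT cells plated 2 hours before compound delivery. ATP-based CellTiter-Glo luminescence measured viability, normalized to DMSO and no-cell controls.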
SW480 rerep: induces DNA re-replication in SW480 colon adenocarcinoma cells | SW480 DNA re-replication, Hoechst DNA content imaging, 48 h | Potency, µM (titrated, usually from 46.1 µM), inactives show at the highest dose re-replication activation, hits mostly activators | 340,000 compounds, 1.8% hits | AID 624297; also: potency is read from the fitted curve at half-maximal effect; % of control where 0% means no effect; nearly all actives have a fitted effect of over 55% in size
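Readout is total intensity of Hoechst-stained nuclei, excited at 405 nm and collected at 500-530 nm. Compound treatment lasted 48 hr at 37 C in 5% CO2 before staining.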
An asterisk follows results filed as active; i = inactive; ? = inconclusive; / = no result given; [ ] = remark or other dose. Unless noted, calls follow the shape of the dose curve; as a rule, active = well fitted curve in the direction sought with a large enough effect; inconclusive = small, poorly fitted or top-dose-only effect, or another doubt; inactive = no such curve, though single readings can be large; an effect the other way counts as inactive or inconclusive.

The line under a structure holds: KB-3-1 cytotox	ATXN viability	IL-1B inflam inh	MCF10A rereplic	ATXN2 expr inh	KB-V1 cytotox	HT1080 IDH1KD tx	HT1080-NT tox	SW480 rerep
O=C(NCc1ccccc1Cl)c1ccc2c(c1)OCO2
 : 13.1%	i	-14.9	-56.0%[inhibitor]	4.5%	31.5%	18.9%	7.7%	-4.0%
COC(=O)[C@]12CCCCC=C1N(Cc1ccc(Cl)cc1Cl)C(=O)[C@H](CC(=O)NCCCCc1ccccc1)C2
 : ?	?	-50.7*	/	-33.4%	?	?	?	/
O=C(COC(=O)c1cc2ccccc2cc1O)NC(=O)NCc1ccco1
 : 7.9%	?	37.4	-54.8%[inhibitor]	?	0.0%	-22.5%	-1.5%	-4.7%
COc1ccccc1N1CCN(C(=O)c2c(C)oc3ncn(C)c(=O)c23)CC1
 : -10.6%	i	/	/	-4.2%	4.6%	/	/	/
CC1=C(C(=O)OCc2ccccc2)C(c2ccccc2OC(F)F)NC(=O)N1 (stereo unspecified)
 : -2.6%	i	-7.4	-5.5%	-7.9%	?	?	-11.3%	2.7%
Cc1cc(C)nc(SCc2nnc(SCC(=O)Nc3ccc(Cl)c(C(F)(F)F)c3)o2)n1
 : 20.6%	i	-11.0	3.2%	-3.0%	1.8%	10.2%[9.24 µM]	11.5%	-3.0%
CCCCC(CC)CNC(=O)c1ccc2c(=O)n(Cc3ccc(OC)cc3)c(=O)[nH]c2c1 (stereo unspecified)
 : -15.8%	i	/	/	10.4%	-6.4%	/	/	/
NC(=O)COC(=O)c1cc([N+](=O)[O-])ccc1NCCO
 : 5.1%	i	-5.6	8.8%	4.3%	-1.0%	9.6%	5.5%	-3.8%
Nc1nc(N)c2cc(CNc3ccc(Cl)c(Cl)c3)ccc2n1
 : ?	/	-98.4*	/	/	16.4µM*	3.26µM*	1.84µM*	/
NNC(=O)CNC(=O)c1cccc(Br)c1
 : -27.6%	i	1.6	?	3.3%	0.0%	-2.4%	-2.1%	4.1%
CCN(C(=O)c1nn(-c2ccc(OC)c(Cl)c2)c(=O)c2c1c1ccccc1n2C)c1cc(OC)ccc1OC
 : -1.7%	?	/	/	-2.3%	0.0%	/	/	/
COCCNC(=O)CSc1nccn1Cc1ccc2c(c1)OCO2
 : 5.3%	?	11.4	-3.7%	3.7%	-1.9%	21.4%	1.0%	-4.1%
COc1ccc(S(=O)(=O)N2CCC(n3c(C)nc4cccnc43)CC2)cc1Cl
 : -28.9%	i	/	/	-15.2%	7.7%	/	/	/
O=C(CCCN1C(=O)/C(=C/c2ccccc2)SC1=S)Nc1ccc(O)cc1
 : ?	i	-12.9	?	5.1%	-10.1%	-0.1%	-10.0%	1.1%
COc1cc2c(C(=O)O)c(C)n(CC(C)C)c2c2ccccc12
 : -7.6%	i	33.4	?	0.3%	1.6%	-4.7%	-17.4%	-0.9%
COc1cccc(NC(=O)CN(c2cccc(F)c2)S(C)(=O)=O)c1
 : 8.1%	i	-10.2	-4.7%	2.6%	-0.1%	0.0%	0.0%	-0.7%
COc1ccc(/C=C(\C#N)C(=O)ONC2=NCCCCC2)cc1
 : 5.8%	i	-1.9	-2.1%	/	3.8%	0.2%	3.7%	4.6%
Cc1c(O)ccc(C(=O)CN2C(=O)c3ccccc3C2=O)c1O
 : 1.9%	i	?	13.1%	-19.8%	?	0.3%	4.1%	-1.8%
NC(=O)c1ccc(NS(=O)(=O)c2ccc(Br)s2)cc1
 : 3.9%	i	20.7	-0.5%	/	-15.3%	-0.4%	1.8%	4.9%
CCN(CC)C(=O)C(Cc1ccccc1)N1C(=O)c2ccccc2C1=O (stereo unspecified)
 : 7.0%	i	-0.6	0.7%	5.9%	2.5%	10.5%	10.2%	-1.7%
O=C(Oc1cccc2ccccc12)C1CC1
 : 14.7%	/	34.9	0.4%	-34.4%	0.0%	-6.4%	-21.1%	-4.7%
CCCn1c(NCc2cccc(OC)c2O)nc2ccccc21
 : -12.3%	i	-27.2	-0.6%	45.5%[activator]	8.2µM*	-12.9%	-15.9%	2.0%
COc1cccc(CN2CCCN(CC(=O)Nc3ccc4c(c3)OCCO4)S2(=O)=O)c1
 : -6.2%	?	/	/	-1.0%	10.1%	/	/	/
O=C(NC(Cc1c[nH]c2ccccc12)C(=O)O)/C(=C/c1ccc2c(c1)OCO2)NC(=O)c1ccccc1 (stereo unspecified)
 : 0.7%	i	50.9	-16.2%	-0.5%	9.4%	-2.2%	1.5%	-6.6%
O=C(NC1CCCCC1)C(c1ccncc1)N(C(=O)c1csnn1)c1ccccc1 (stereo unspecified)
 : -5.5%	i	5.4	-20.9%	-4.8%	20.8%	17.4%	-0.4%	-13.2%
O=C(NNC(=O)c1cc2cc(OC(F)(F)F)ccc2[nH]1)c1cccc(C(F)(F)F)c1
 : ?	i	-1.3	4.2%	-8.3%	19.4%	3.9%	0.0%	1.1%
Cc1ccc(CCNC(=O)c2cnc3c(C)cccn3c2=O)cc1
 : 1.2%	i	/	/	28.6%	16.4%	/	/	/
COc1cnn(-c2ccc([N+](=O)[O-])cc2)c(=O)c1Cl
 : 6.8%	i	-16.9	18.4µM*	11.1%	11.9%	?	?	?
COc1ccc(OC)c(NCc2nnc(-c3ccccc3)o2)c1
 : 17.4%	i	-3.4	-7.7%	10.4%	?	-1.2%	-1.5%	-6.5%
Cc1ccc(Cl)cc1N1CCN(C(=O)Cn2cnc3onc(-c4ccc(F)cc4)c3c2=O)CC1
 : 0.4%	i	/	/	-8.1%	-11.5%	/	/	/
CCc1ccc(CNC(=O)c2cc3cc4ccc(OC)cc4nc3o2)cc1
 : -2.2%	i	/	/	-8.3%	15.7%	/	/	/
COc1ccc(C(=O)NC(=S)Nc2ccc3c(c2)Cc2ccccc2-3)cc1
 : -8.1%	i	8.9	6.6%	-12.6%	-3.4%	8.1%	0.8%	2.2%
Cc1cc(NS(=O)(=O)c2ccc(NC(=O)COc3ccc(C#N)cc3)cc2)nc(C)n1
 : 0.0%	i	22.3	-0.9%	0.2%	9.3%	-7.4%	0.9%	-3.2%
CCCCC(=O)N(C)c1c(CC)nc2c(OCCC3CCCCC3)cccn12
 : -0.4%	?	-67.8*	/	?	?	?	?	/
CCOc1[nH]n(-c2ccccc2)c(=O)c1C=Nc1ccc(Cl)cc1
 : 0.0%	i	0.0	7.0%	-12.4%	-6.0%	-6.1%	-4.1%	-16.6%
Cc1ccc(NNC(=O)c2ccno2)c(C)c1
 : 2.1%	i	45.3	?	?	57.3%	7.31µM*	5.8µM*	11.7%
COc1ccc(CCNC(=O)c2nn(-c3ccc(C)cc3)c(=O)c3c2c2ccccc2n3C)cc1OC
 : 3.8%	i	/	/	10.5%	19.4%	/	/	/
CCCCCN(C(=O)CCC(=O)OCCOc1ccccc1)c1c(N)n(CCCC)c(=O)[nH]c1=O
 : 14.6%	i	-1.0	-3.9%	-5.0%	1.5%	-0.9%	1.3%	3.0%
CCC(CC)=NNc1ccc(S(N)(=O)=O)cc1[N+](=O)[O-]
 : 3.0%	i	17.5	-1.7%	-5.1%	0.0%	-15.4%	-16.1%	-29.9%
CC1CCCCC1NS(=O)(=O)c1ccc(S(=O)(=O)N2CCN(CCC#N)CC2)cc1 (stereo unspecified)
 : -3.1%	i	?	0.3%	9.9%	0.0%	-8.5%	-17.3%	-2.0%
C=C1CCC(O)C2(C)CCC3C(C)C(=O)OC3C12O (stereo unspecified)
 : -3.4%	i	18.9	-1.6%	8.0%	17.5%	5.1%	6.1%	-9.8%
CCCCn1c(N)c(N(CC(C)C)C(=O)COC(=O)Cc2cccc(OC)c2)c(=O)[nH]c1=O
 : 1.6%	i	8.2	1.1%	-0.5%	-0.3%	1.1%	5.2%	-5.4%
CC(=O)Nc1ccc(Nc2cc(C)nc3ccccc23)cc1
 : 3.1%	i	-23.4	-1.4%	-11.0%	7.8%	5.4%	4.6%	-1.1%
O=c1[nH]cc(CCc2ccccc2)c(=O)[nH]1
 : 4.1%	i	12.4	/	/	?	5.9%	0.0%	/
O=C(NC12CC3CC(CC(C3)C1)C2)OCCNC1CCCCC1
 : 0.6%	i	-20.2	12.7%	0.4%	?	-14.7%	-17.2%	-71.0%[inhibitor]
CN1CCN(C(=O)c2cn(-c3ccccc3)nc2-c2cccs2)CC1
 : -2.6%	i	-9.3	-0.3%	/	-2.7%	-2.5%	-5.8%	-6.6%
CC1CN(C(=O)c2ccc(COc3ccccc3Br)o2)CC(C)O1 (stereo unspecified)
 : -2.3%	i	25.9	15.3%	11.3%	-10.0%	-27.9%	-1.7%	0.0%
Cc1ccc(OCc2n[nH]c(=S)n2C2CCCCC2)cc1
 : -4.1%	i	37.0	?	0.3%	?	0.0%	-23.5%	-0.4%
CSc1ncnc2c1ncn2CC(=O)C1CCC2C3CCC4=CC(=O)CCC4(C)C3CCC12C (stereo unspecified)
 : ?	?	-64.8*	?	22.4µM*	23.1µM*	?	?	5.3%
CCc1ccc(NC(=O)CSc2nnc(COc3ccc4c(c3)CCCC4)o2)cc1
 : 0.6%	i	-17.4	-8.4%	7.0%	17.7%	-1.3%	1.8%	-6.4%
CNc1ccccc1-n1ccc(-c2ccccc2)n1
 : -5.1%	i	-0.2	10.7%	52.8%[activator]	0.0%	-15.2%	-4.4%	1.3%
O=C(CSc1n[nH]c(-c2ccco2)n1)Nc1ccccc1Cl
 : 1.7%	i	?	-2.0%	-6.0%	-0.4%	-8.8%	-0.8%	-53.5%[inhibitor]
